HT1080 IDH1KD tx = toxicity to HT-1080 IDH1 knockdown cells (counter line); HT-1080 IDH1 knockdown viability, ATP luminescence, 48 h; 360,000 tested, 2% active; Potency, µM (titrated, usually from 46.1 µM), without a hit: at the highest dose activity, negative = toxicity, most hits filed as cytotoxic;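 note: 0% = DMSO wells and -100% = cell-free medium wells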
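Luminescent ATP read-out (CellTiter-Glo, 10 min at room temperature) after 48 h compound exposure at 37 °C gave viability of IDH1-knockdown HT-1080 cells. Activity was normalised to DMSO and cell-free wells, then fitted as concentration-response curves.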
GLP1R cytotox = cytotoxicity in counter-screen for GLP-1R inverse agonists; HEK293 cAMP-luciferase reporter cells, luminescence, 24 h; Potency, µM (series often up to 38.3 µM), for inactives: top-dose activity change, negative = inhibition, usual class: inhibitors; 410,000 tested, 0.13% active; AID 624418;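 note: loss of luciferase light is scored as toxicity; % is set by controls: 0 for no effect and ±100 for the full control effect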
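Step one: seed cells (200 cells/uL, DMEM with 10% Nu serum, 1% pen-strep). Step two: 12-hour incubation at 37 deg C. Step three: pin 23 nL compound, incubate 24 hr. Step four: add luciferase reagent, read luminescence 12 min later.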
SW480 rereplic = inducers of DNA re-replication in SW480 colon cancer cells. Potency, µM (titrated, usually from 46.1 µM), for the others: at the highest dose re-replication activation, hits mostly activators. 340,000 tested, 1.8% active. SW480 DNA re-replication, Hoechst DNA content imaging, 48 h; note: % of control where 0% means no effect; nearly all actives have a fitted effect of over 55% in size
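Quantitative HTS format with DMSO vehicle controls; 48 hr drug incubation at 37 C, then 40 min Hoechst staining and scanning imager measurement at 405 nm excitation.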
GLP1R inv ag = acts as inverse agonist at human GLP-1 receptor; P43220; HEK293 GLP-1R CRE-luciferase, luminescence, 24 h; GLP-1R form is constitutively active; Potency, µM (top dose mostly 38.3 µM), for the others: at the top dose activity change, negative = inhibition, usual class: inhibitors; 410,000 tested, 1.6% active; note: % is set by controls: 0 for no effect and ±100 for the full control effect; nearly all actives have a fitted effect of over 55% in size
Target sequence (P43220 whole entry, looked up): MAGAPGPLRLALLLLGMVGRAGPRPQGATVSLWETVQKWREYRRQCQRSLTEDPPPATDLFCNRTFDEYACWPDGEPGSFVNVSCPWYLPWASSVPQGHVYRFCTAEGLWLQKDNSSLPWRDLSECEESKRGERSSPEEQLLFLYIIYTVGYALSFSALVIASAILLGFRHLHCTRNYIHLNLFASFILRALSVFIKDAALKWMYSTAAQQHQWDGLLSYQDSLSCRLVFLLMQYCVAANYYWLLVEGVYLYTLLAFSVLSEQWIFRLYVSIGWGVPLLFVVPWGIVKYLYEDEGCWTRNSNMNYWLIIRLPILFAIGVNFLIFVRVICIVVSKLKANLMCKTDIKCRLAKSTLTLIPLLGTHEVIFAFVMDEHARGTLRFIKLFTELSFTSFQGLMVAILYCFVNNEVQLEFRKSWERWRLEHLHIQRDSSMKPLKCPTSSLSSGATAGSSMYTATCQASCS
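Using stably transfected HEK293 (constitutively active GLP-1R, cAMP-luciferase reporter), compounds were incubated 24 hr and luciferase measured by luminescence.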
KB-3-1 cytotox = kills parental KB-3-1 adenocarcinoma cells; KB-3-1 viability, CellTiter-Glo ATP luminescence, 72 h; Potency, µM (highest dose often 46.1 µM), for inactives: at the top dose activity change, negative = cytotoxic, hits mostly cytotoxic; 400,000 tested, 1.4% active; AID 1347075; note: % is set by controls: 0 for no effect and ±100 for the full control effect; nearly all actives have a fitted effect of over 60% in size
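KB-3-1 parental drug-naive adenocarcinoma cells in DMEM/10% FBS, incubated 72 h at 37 C with pin-transferred compounds across a concentration series. Viability by CellTiter-Glo luminescence; concentration-response curves fitted after normalization.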
TDP43 rescue = TDP-43 toxicity inhibition in yeast; TDP-43 expressing yeast growth rescue, BacTiter-Glo, 24 h; Potency, µM (highest dose often 46.1 µM), for inactives: at the highest dose growth rescue (activation), actives largely listed as activators; 410,000 tested, 1.8% active; AID 652104; note: % of control where 0% means no effect; nearly all actives have a fitted effect of over 50% in size
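In this qHTS, compounds that restore growth of yeast expressing TDP-43 appear as activators. Cells (OD600=0.02, galactose medium, raffinose-pregrown) are incubated with compound 24 hr at 30 deg C and growth is quantified by BacTiter-Glo.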
KB-V1 cytotox = kills drug-selected multidrug resistant KB-V1 cells. KB-V1 MDR cells viability, CellTiter-Glo, 72 h. Potency, µM (series often up to 46.1 µM), for inactives: at the highest dose activity change, negative = cytotoxicity, hits mostly cytotoxic. 400,000 tested, 3.4% active. AID 1347076; note: % is set by controls: 0 for no effect and ±100 for the full control effect; nearly all actives have a fitted effect of over 60% in size
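Following 72 h at 37 degrees C with compound, KB-V1 cell viability was read by CellTiter-Glo luminescence, medium being phenol-red-free DMEM plus 10% FBS; concentration-response parameters came from normalized, curve-fitted qHTS data.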
HT1080NT lethal = kills 2HG-producing HT-1080-NT fibrosarcoma cells; HT-1080-NT fibrosarcoma viability, CellTiter-Glo ATP luminescence, 48 h; Potency, µM (series often up to 46.1 µM), inactives show at the highest dose activity, negative = less viability, hits mostly cytotoxic; 360,000 tested, 1.6% active;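 note: NT is the 2HG producing partner of a matched IDH1 knockdown line; 0% = DMSO-treated cells and -100% = media-only wells without cells; nearly all actives have a fitted effect of over 55% in size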
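Compounds were tested in concentration-response format on HT-1080-NT cells for 48 hours at 37 degrees C. Cell viability came from CellTiter-Glo luminescence; curves were classified by r2, response magnitude and activity.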
GLP-1R agonist = agonists of human GLP-1 receptor. P43220. HEK293 GLP-1R CRE-luciferase, luminescence, 4-6 h; cells express a hypersensitive GLP-1R form. Potency, µM (doses to about 45.6 µM), inactives show at the top dose activation, actives largely listed as activators. 380,000 tested, 0.007% active. AID 624172; note: % of control where 0% means no effect
* hit, by the source's call; ? = inconclusive; . = not tested or not shown; & = joins results of further samples; [ ] = another dose, or the depositor's remark. Calls come from the whole dose curve; as a rule, active = well fitted curve in the direction sought with a large enough effect; inconclusive = small, poorly fitted or top-dose-only effect, or another doubt; inactive = no such curve, though single readings can be large; an effect the other way counts as inactive or inconclusive. Potency is the fitted concentration of half-maximal effect.

structure	HT1080 IDH1KD tx	GLP1R cytotox	SW480 rereplic	GLP1R inv ag	KB-3-1 cytotox	TDP43 rescue	KB-V1 cytotox	HT1080NT lethal	GLP-1R agonist
CCOc1cccc(CNCc2ccncc2)c1	-6%	-10%	23%	3%	-2%	5%	0%	1%	2%
CN1CCNC(=O)C1CC(=O)NCCC1=CCCCC1 (stereo not given)	2%	-1%	17%	11%	7%	10%	-6%	-4%	-6%
Nc1ncnc2c1ncn2[C@@H]1O[C@H](CNC(=O)[C@@H]2CCC(=O)N2)[C@@H](O)[C@H]1O	9%	-6%	1%	11%	6%	17%	27%	12%	-4%
CC1CC(OCC(O)CN2CCN(Cc3ccccc3)CC2)CC(C)(C)C1 (stereo not given)	-12%	-11%	?	?	?	6%	-2%	-10%	19%
CCN(CC)CCNC(=O)C(=O)Nc1c2c(nn1-c1ccc(F)cc1)CSC2	.	-1%	.	-2%	8%	15%	-1%	.	.
COc1cc(CC(=O)N(c2ccccc2)c2nc(C)cs2)cc(OC)c1OC	0%	34%[activator]	-17%	15%	6%	10%	?	1%	11%
C=C(C)C1CC=C(C)/C(=N/NC(=O)c2ccc(NC(=O)c3cccc(C)c3)cc2)C1 (stereo not given)	15%	-12%	2%	-9%	7%	17%	-38%	12%	0%
COc1ccc(N(C)C(=O)c2cn(CC(C)C)c(=O)c3cc(OC)c(OC)cc23)c(OC)c1	-1%	-6%	-8%	25%	10%	-2%	?	-4%	12%
CN(Cc1cnccn1)Cc1nc(Cc2ccccc2Cl)no1	19%	-1%	-51%	9%	17%	-1%	0%	10%	1%
CCOC(=O)C1CCN(C(=O)COC(=O)Cc2ccc(Cl)cc2)CC1	-1%	6%	-1%	13%	1%	30%	24%	14%	-2%
O=C(Nc1ccccc1OC(F)F)c1cc2c(s1)CCC2	3%	13%	-6%	-22%	1%	0%	12%	17%	3%
CN(C1CCCC1)C1CCN(C(=O)CNC(=O)/C=C/c2ccc(F)cc2)CC1	0%	15%	?	-9%	12%	11%	6%	0%	1%
COCCNc1nc(NCCOC)c2sc(-c3ccccc3)cc2n1	-4%	1%	.	-23%	0%	7%	-18%	-11%	7%
CSc1nnc(Cn2c(=O)sc3ccccc32)n1-c1ccccc1C	0%	5%	-1%	-21%	9%	2%	1%	1%	5%
Cc1ccc(CNC(=O)c2nnn(-c3cccc(C)c3)c2N)cc1	-1%	-10%	-4%	?	0%	?	-22%	5%	9%
COc1ccccc1NS(=O)(=O)c1ccc(C)c(C(=O)N2CCN(c3ccc(O)cc3)CC2)c1	-3%	-26%	?	-12%	-1%	1%	12%	9%	-1%
C=CCn1c(SCC(=O)NCc2ccccc2)nnc1-c1cc(Br)ccc1O	-20%	?	11%	-26%	?	-4%	12µM*	-18%	-15%
Cc1cccc(CN2C(=O)[C@H]3Cc4c([nH]c5ccccc45)C(C)(C)N3C2=O)c1	.	.	?	.	?	.	?	.	-1%
CC12C=CC3(O1)C(C(=O)N(c1ccccc1)C3C(=O)NC1CCCC1)C2C(N)=O (stereo not given)	8%	5%	-7%	46%[activator]	1%	2%	-8%	3%	-5%
Nc1c(C(=O)Nc2ccccc2)sc2ncc([N+](=O)[O-])cc12	?	-4%	-144%[inhibitor]	15%	2%	4%	19%	?	13%
COc1ccc(C2=NS(=O)(=O)N(C)C(C(=O)NC3CCCCC3)=C2)cc1	-4%	9%	13%	?	-12%	4%	3%	-1%	-2%
CCN(CC)C(=O)CSc1nnc(-c2ccc(F)cc2)n1N	0%[9.24 µM]	7%	-4%	1%	9%	-1%	-24%	3%	-21%
CC(OC(=O)c1ccc(C(C)(C)C)cc1)C(=O)NC1CCCCC1C (stereo not given)	-1%	6%	6%	?	13%	22%	0%	0%	-2%
COc1ccc(C(=O)N2CCCC(Nc3ccc(F)cc3)C2)c(OC)c1 (stereo not given)	1%	-16%	-4%	-1%	-5%	0%	-26%	2%	-1%
COc1ccc(-n2nnnc2SCC(=O)NC2CCCC2)cc1OC	4%	1%	-2%	44%[activator]	13%	-8%	?	19%	18%
CCOC(=O)[C@]12CCC=C1N(Cc1ccc3c(c1)OCO3)C(=O)[C@H](CC(=O)NCCCCc1ccccc1)C2	?	5%	.	?	?	3%	?	?	-1%
O=C(NCc1ccccc1)c1ccc2c(c1)CCN2S(=O)(=O)c1ccccc1	.	-11%	.	?	-1%	?	-10%	.	.
COC(=O)c1ccc2nc(-c3ccc(OC)c(OC)c3)c(CC3CCCCC3)n2c1	-9%	5%	.	-17%	?	?	-12%	-15%	0%
Cc1ccccc1OCc1ccc(-c2nc(C#N)c(N3CCN(C)CC3)o2)o1	.	-8%	.	?	-14%	0%	3%	.	.
CCCn1c(N)c(N(CCOC)C(=O)CCC2CCCCC2)c(=O)[nH]c1=O	1%	-6%	4%	17%	-1%	-13%	0%	-1%	-1%
COC(=O)c1nonc1NCn1nnc2ccccc21	12%	-4%	-2%	9%	4%	-9%	?	17%	-5%
COc1cccc(N(CC(=O)NCCSCc2ccco2)S(=O)(=O)c2ccccc2)c1	-2%	3%	-45%[inhibitor]	?	2%	-11%	-9%	-7%	16%
CCCCS(=O)(=O)Nc1ccc2ncn(C)c(=O)c2c1	-3%	11%	-3%	1%	10%	-16%	-15%	4%	-7%
CCOc1ccc2[nH]c(=O)c(CN(Cc3ccccc3OC)C(=O)c3ccccc3)cc2c1	?	?	?	0%	5.2µM*	-17%	4.6µM*	-7%	5%
CN(C(=O)c1ccccc1)c1ccc(OCC(=O)NC2CCS(=O)(=O)C2)cc1 (stereo not given)	4%	4%	1%	3%	0%	-22%	?	8%	19%
COCCNc1ncnc2c1cnn2-c1cc(Cl)ccc1C	.	26%	.	1%	4%	27%	0%	.	.
Cc1ccc(NC(=O)c2cccc(NC(=O)CC3SC(N4CCCCC4)=NC3=O)c2)nc1 (stereo not given)	-7%	-16%	0%	2%	?	13%	2%	-7%	9%
Cc1c(N=Nc2ccc(N(C)C)cc2)c(=O)n(-c2ccccc2)n1C	0%	?	20%	8%	-4%	-1%	-15%	-8%	-1%
O=C(CSc1nccc(=O)[nH]1)NCc1ccc(Cl)cc1	7%	7%	-4%	-3%	0%	2%	0%	2%	0%
Cc1c(CNC2CCCCC2)c(C(=O)O)c(C)n1Cc1ccc(F)cc1	.	11%	.	0%	18%	-4%	?	.	.
Cc1occc1C(=O)NNC(=O)c1nn(C)c(=O)c2ccccc12	?	-8%	-16%	15%	12%	-22%[9.22 µM]	20%	18%	9%
COc1cccc(NC(=O)Cn2c3ccc(F)cc3c3nc4n(c(=O)c32)CCS4)c1	-16%	-17%	1%	3%	4%	-2%	7%	-25%	-3%
CN(C)CCCN(C(=O)c1ccc(S(=O)(=O)N(C)C2CCCCC2)cc1)c1nc2ccc(Br)cc2s1	?	?	?	?	?	-10%	?	?	12%
COc1ccc(N(CC(=O)NC(C)(C)C)S(=O)(=O)c2ccccc2)cc1OC	14%	-24%	1%	0%	-1%	-14%	-5%	2%	6%
CC(=O)c1ccc(NC(=O)c2ccc(NC(=O)CCS(=O)(=O)c3cccs3)cc2)cc1	10%	-5%&-5%	-8%	17%&10%	-14%&2%	-3%&15%	13%&18%	4%	14%
CCCCn1c(N)c(N(CC)C(=O)CCNC(=O)NC23CC4CC(CC(C4)C2)C3)c(=O)[nH]c1=O	-3%	-8%	6%	-1%	23%	-23%	7%	-7%	3%
CC(Oc1ccccc1)C(=O)Nc1ccc(S(=O)(=O)N2CCOCC2)cc1 (stereo not given)	7%	3%	0%	-12%	-7%	-12%	?	0%	0%
CC1CN(C(=O)c2cnn3c(C(F)F)cc(-c4ccccc4)nc23)CC(C)O1 (stereo not given)	6%	13%	1%	0%	-10%	27%	-21%	6%	13%
CSc1ccc(CN(C)C(=O)c2cc3ccccc3o2)cc1	-1%	4%	?	?	2%	22%	-29%	-4%	25%
Cc1cc(NC(c2ccc(Cl)cc2)c2ccc3cccnc3c2O)no1 (stereo not given)	?	-10%	?	?	?	-51%[inhibitor]	?	?	-20%
O=C(Nc1ccn(CC(=O)N2CCN(c3ccccn3)CC2)c(=O)n1)OCc1ccccc1	1%	-1%	-9%	-2%	18%	?	?	30%	4%
CCOc1cc(N2CCOCC2)c(OCC)cc1NC(=O)CN1C(=O)NC2(CCCCCCC2)C1=O	0%	-7%	-3%	10%	1%	14%	10%	-5%	14%
CC(C)Cn1c(N)c(C(=O)COC(=O)c2cc(C3CC3)nc3ccccc23)c(=O)n(C)c1=O	?	-12%	21%	1%	?	?	?	21µM*	-11%
CCCc1cc(=O)n2nc(N3CCC(C(=O)N4CCN(c5ccc(OC)cc5)CC4)CC3)sc2n1	13µM*	38%[activator]	-1%	?	-29%	6%	0%	?	-2%
CCOc1cccc(=O)c2c(C)n(-c3ccc(C(=O)O)cc3)c(C)c12	-1%	0%[0.307 µM]	-6%	-5%[0.307 µM]	4%	11%	6%	2%	-6%
CCc1ccc(NC(=O)CCCN2C(=O)C3CC=CCC3C2=O)cc1 (stereo not given)	?	-8%	-1%	?	25%	0%	-7%	-15%	1%
CC1=NN(c2ccccc2)C(=O)/C1=C/c1cc(C)n(C2CC2)c1C	8%	-5%	-2%	9%	-3%	9%	-3%	21%	7%

Screening results: PubChem, National Center for Advancing Translational Sciences (NCATS)
